Bcl-B TR3 displacers – displacers of TR3 peptide from Bcl-B, primary screen, selectivity assay for Bfl-1 inhibitor project, biochemical, fluorescence polarization. FP displacement of FITC-TR3 peptide from Bcl-B; higher % means a stronger effect. hit rate 0.11% among 96,000. displacement, % at 20 µM, or IC50 in µM where a hit was titrated;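 active = displacement above 50% at 20 µM plus a fluorescence interference ratio under 1.5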;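 also: plate controls were wells without compound for no effect and wells lacking Bcl-B protein for full effect; a part of the inactive calls stands beside numbers as strong as those of hits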
MRP resist rev – MRP-mediated drug resistance reversal. hit rate 0.04% among 85,000. H69AR cells + 2 uM doxorubicin, CellTiter-Glo, 72 h. differential viability (reversal), % at 10 µM;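 active = viability drop by adding the cancer drug above about 55%, with treated viability meeting a 40% cutoff, limit read from the data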;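 also: viability without doxorubicin minus viability with 2 µM doxorubicin for each compound; larger differential means the compound sensitizes cells more to doxorubicin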
NFkB transloc pot – enhances IL-1B driven NFkB nuclear translocation | hit rate 0.3% among 94,000 | activation, % at 2 µM | AID 819 | HUVEC IL-1B NFkB p65 nuclear translocation imaging;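 active = activation above 40%, about the mean plus 3 SD, also judged a hit on visual image review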;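 also: percent activation is computed from the nuclear over cytoplasmic p65 intensity ratio; values of inactives mirror those of a sister screen read the other way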
PLAP inhibition – inhibition of human placental alkaline phosphatase – biochemical, luminescence, HTS (AID 690); purified PLAP, luminescent substrate; higher % means a stronger effect; inhibition, % at 20 µM; hits with a dose series show IC50 in µM; hit rate 0.08% among 96,000; in the data active = a potency from the dose series; inactive = the rest, 99 in 100 with inhibition below about 30%; also: strong numbers were not always called active
IL1B NFkB inh – blocks IL-1B driven NFkB nuclear translocation in HUVEC cells | inhibition, % at 2 µM | AID 796 | hit rate 0.43% among 94,000 | HUVEC IL-1B NFkB p65 nuclear translocation imaging;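 active = inhibition above about 30% together with a positive call from visual inspection of the well image, limit read from the data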;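 also: nuclear over cytoplasmic p65 intensity ratio measured by imaging; 0% = IL-1B stimulated DMSO wells and 100% = unstimulated DMSO wells; values of inactives mirror those of a sister screen read the other way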
MRP resist rev cytotoxicity – also measured in MRP resist rev; calls as there; viability, %; H69AR cells, CellTiter-Glo, 72 h; measured here: cytotoxicity without doxorubicin
MRP resist rev with doxorubicin – further read-out of MRP resist rev, marked with its call; viability, %; measured here: viability with 2 uM doxorubicin; active compounds read low
IL1B NFkB inh cell count 2 µM – recorded beside IL1B NFkB inh, whose call it bears; cell count; measured here: cells passing quality filter;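 raw number of nuclei counted in each imaged well without normalization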
NFkB transloc pot cell count 2 µM – second read-out of NFkB transloc pot, no call of its own (marks repeat the call); cell count; measured here: cells passing quality filter
Numbers without * were called inactive; . = not tested or not shown. These rows are one share of the data. The share of hits here may be higher or lower than overall.

SMILES | Bcl-B TR3 displacers | MRP resist rev | MRP resist rev cytotoxicity | MRP resist rev with doxorubicin | NFkB transloc pot | NFkB transloc pot cell count 2 µM | PLAP inhibition | IL1B NFkB inh | IL1B NFkB inh cell count 2 µM
Cc1ccc2nc(C3CCN(S(=O)(=O)c4ccc5ccccc5c4)CC3)[nH]c2c1 | -4% | -47 | 8 | 55 | 4 | 174 | -67% | -4 | 174
Nc1nc(SCc2nc(-c3ccccc3)no2)[nH]c(=O)c1-c1ccccc1 | -1% | 26 | 112 | 87 | 11 | 37 | -24% | -10 | 37
CC(C)CNC(=O)C1CCN(c2ccc(S(=O)(=O)N3CCOCC3)cc2Cl)CC1 | 5% | -1 | 92 | 93 | . | . | -35% | . | .
COc1ccc(C2=Nn3c(nnc3-c3cccnc3)SC2)cc1OC | 0% | 5 | 85 | 79 | . | . | 28% | . | .
Cc1ccc(NCc2nnc(SCC(=O)Nc3ncc(C)s3)n2Cc2ccco2)c(C)c1 | 6% | -13 | 50 | 63 | . | . | 2% | . | .
O=C(CCCc1ccccc1)NCc1cn2ccsc2n1 | 2% | 2 | 99 | 97 | -1 | 123 | 6% | 1 | 123
CC(C)(C)OC(=O)N1CCC(c2cc(=O)n3[nH]cc(C(=O)NC4CCCC4)c3n2)CC1 | 8% | -3 | 86 | 90 | 7 | 52 | -70% | -7 | 52
CCCCOCP(=O)(CCCC)COCCCC | 0% | . | . | . | -6 | 182 | -5% | 6 | 182
O=C(CN1C(=O)c2ccccc2S1(=O)=O)NCCSC1CCCCC1 | -15% | 13 | 89 | 76 | -4 | 166 | 8% | 4 | 166
COCCn1c(N)c(C(=O)OCc2ccccc2)c2nc3ccccc3nc21 | 1% | -17 | 78 | 94 | 28 | 192 | -71% | -28 | 192
N=C1C(c2ccccc2)=C(O)CN1c1ccc2c(c1)OCO2 | -6% | -10 | 93 | 103 | 29 | 134 | -5% | -29 | 134
COc1ccc(S(=O)(=O)N2CCC(C(=O)Nc3cccc(C(C)=O)c3)CC2)cc1 | . | -12 | 76 | 88 | 12 | 151 | . | -12 | 151
COc1cc(C(=O)Oc2ccccc2)ccc1OCc1c(C)noc1C | -7% | 28 | 125 | 97 | 22 | 214 | 15% | -22 | 214
Cc1ccc(C(=O)Oc2ccc(-c3nccc(-c4ccccn4)n3)cc2)cc1 | 30% | . | . | . | -3 | 189 | -30% | 3 | 189
CCOc1ccc2c(c1)c1nnc(SCC(=O)N3CCC(C)CC3)nc1n2C | 0% | -3 | 76 | 78 | 11 | 147 | -44% | -11 | 147
COc1ccc(OCCn2c(C)c(/C=N/n3cnnc3)c3ccccc32)cc1 | 0% | -45 | 46 | 90 | -15 | 65 | -3% | 15 | 65
CCOc1ncccc1C(=O)OCC(=O)Nc1c(C)cc(C)cc1C | -8% | -16 | 86 | 102 | 12 | 164 | 12% | -12 | 164
CCOc1cc(C(=O)N2CCN(c3ccccc3)CC2)cc(OCC)c1OCC | 0% | -4 | 88 | 92 | 13 | 165 | -52% | -13 | 165
CCOc1ccc(-c2nc(CSc3nnc(C)s3)cs2)cc1OC | -1% | . | . | . | 7 | 214 | -107% | -7 | 214
Cc1ccc(CCNC(=O)C2CCCN(S(=O)(=O)c3cccc4nsnc34)C2)cc1 (configuration not stated) | -18% | 12 | 86 | 75 | 18 | 209 | 4% | -18 | 209
CCOC(=O)c1ccccc1NC(=O)Cc1ccccc1OC | . | 8 | 86 | 78 | -4 | 59 | . | 4 | 59
O=C1CCc2cc(S(=O)(=O)N3CCC(C(=O)Nc4nccs4)CC3)ccc2N1 | 0% | -2 | 77 | 79 | -16 | 57 | 7% | 16 | 57
Cc1ccccc1-c1noc(-c2ccc(O)cc2)n1 | -9% | -44 | 15 | 59 | -7 | 198 | -22% | 7 | 198
COc1ccccc1C(=O)NCCN1CCN(C(=O)c2ccccc2OC)CC1 | 5% | -18 | 85 | 103 | 25 | 122 | -42% | -26 | 122
CC(C)(C)n1nnnc1C(c1ccncc1)N(Cc1ccccc1)Cc1ccco1 (configuration not stated) | -9% | 8 | 76 | 68 | 14 | 77 | -57% | -14 | 77
C=CCSc1nccc(-c2nn(-c3ccc(C)cc3)ccc2=O)n1 | -7% | -33 | 21 | 54 | -4 | 168 | -31% | 4 | 168
COC(=O)CNC(=O)CSc1nc(N)cc(=O)[nH]1 | 6% | . | . | . | -2 | 166 | 8% | 2 | 166
Cc1ccsc1/C=c1\sc2ncnn2c1=O | 0% | -5 | 93 | 98 | . | . | -15% | . | .
O=C(CSCc1c(Cl)cccc1Cl)Nc1ccccc1C(=O)N1CCOCC1 | -8% | . | . | . | 6 | 145 | -75% | -6 | 145
OCC(CO)(CO)N=Cc1cc(Br)ccc1O | 1% | -12 | 86 | 98 | 0 | 115 | 32% | 0 | 115
COc1ccc(-n2nc3cc(C)c(NC(=S)NC(=O)c4ccccc4C)cc3n2)cc1 | 3% | . | . | . | 5 | 170 | 3% | -5 | 170
Cc1ccc(N2CC(C(=O)NCc3cccs3)CC2=O)cc1 (configuration not stated) | 1% | 13 | 102 | 89 | 2 | 129 | 9% | -2 | 129
COCCN1C(=O)c2ccc(C(=O)O)cc2C1=O | 24% | 2 | 104 | 101 | 8 | 149 | -49% | -8 | 149
O=[N+]([O-])c1ccc2nccn2c1 | 1% | . | . | . | 4 | 135 | 2% | -4 | 135
CCOC(=O)/C(C(N)=NCC(C)C)=C(/O)c1ccccc1 | -4% | 10 | 96 | 86 | 10 | 149 | -8% | -10 | 149
O=C(Nc1cc(C(F)(F)F)ccc1N1CCCC1)c1ccc2c(c1)OCO2 | -4% | 11 | 90 | 79 | -2 | 151 | 13% | 2 | 151
CCCCOC(=O)c1cc(=O)[nH]c2ccccc12 | -7% | 10 | 91 | 82 | 16 | 159 | 12% | -16 | 159
Cc1c(C(=O)NCc2ccc3c(c2)OCO3)oc2ccc(Br)cc12 | -83% | . | . | . | -1 | 119 | -27% | 1 | 119
NC(=O)SCC(=O)Nc1cccc(Cl)c1 | -26% | -24 | 40 | 64 | 29 | 173 | -45% | -29 | 173
Cc1cccc(N/C(=N\S(=O)(=O)c2ccccc2)C(F)(F)F)c1 | 1% | . | . | . | -1 | 151 | -2% | 0 | 151

Given with tabs: part of the list above
smiles	Bcl-B TR3 displacers	MRP resist rev	MRP resist rev cytotoxicity	MRP resist rev with doxorubicin	NFkB transloc pot	NFkB transloc pot cell count 2 µM	PLAP inhibition	IL1B NFkB inh	IL1B NFkB inh cell count 2 µM
COc1ccc(-n2nc3cc(C)c(NC(=S)NC(=O)c4ccccc4C)cc3n2)cc1	3%	.	.	.	5	170	3%	-5	170
COCCN1C(=O)c2ccc(C(=O)O)cc2C1=O	24%	2	104	101	8	149	-49%	-8	149
O=[N+]([O-])c1ccc2nccn2c1	1%	.	.	.	4	135	2%	-4	135
NC(=O)SCC(=O)Nc1cccc(Cl)c1	-26%	-24	40	64	29	173	-45%	-29	173

Remaining list, next part.
SMILES | Bcl-B TR3 displacers | MRP resist rev | MRP resist rev cytotoxicity | MRP resist rev with doxorubicin | NFkB transloc pot | NFkB transloc pot cell count 2 µM | PLAP inhibition | IL1B NFkB inh | IL1B NFkB inh cell count 2 µM
CCc1nc(NCc2ccco2)c2oc3ccccc3c2n1 | -5% | 16 | 87 | 70 | -8 | 150 | . | 8 | 150
CC1CCN(C(=O)CCCOc2cc(=O)n(C)c3ccccc23)CC1 | 5% | . | . | . | 13 | 119 | -74% | -13 | 119
CN(CC(=O)N1CCCCCC1)S(=O)(=O)c1cccc2cccnc12 | 111% | 12 | 92 | 80 | 3 | 179 | -27% | -3 | 179
CCOc1ccc(CSC2=NCCN2)cc1Cl | -4% | 5 | 78 | 73 | -3 | 113 | 21% | 3 | 113
O=c1c2cc(Br)ccc2nc(-c2cccc(C(F)(F)F)c2)n1O | 1% | . | . | . | 19 | 175 | 5% | -19 | 175
COc1ccccc1NC(=O)COc1ccc(Br)cc1CO | -5% | 8 | 103 | 95 | 14 | 80 | -8% | -14 | 80
CCN1CCCC1CNC(=O)CS(=O)(=O)Cc1nc(-c2ccccc2C)oc1C (configuration not stated) | -3% | 16 | 88 | 71 | 21 | 62 | -76% | -21 | 62
CCOCCCn1c(=O)c(NC(=O)c2ccc(OCC)cc2)c2n(c1=S)CCCCC2 | -7% | . | . | . | 14 | 164 | -63% | -14 | 164
CC(C)N(C(=O)CSc1nc2ccccc2n1Cc1ccccc1)C(C)C | . | -31 | 49 | 81 | 31 | 143 | . | -31 | 143
Cc1ccccc1OCc1nc2ccccc2c(=O)n1NC(=O)c1ccco1 | . | 21 | 94 | 74 | 20 | 79 | . | -20 | 79

In the list so far, these have a Cl atom:
SMILES | Bcl-B TR3 displacers | MRP resist rev | MRP resist rev cytotoxicity | MRP resist rev with doxorubicin | NFkB transloc pot | NFkB transloc pot cell count 2 µM | PLAP inhibition | IL1B NFkB inh | IL1B NFkB inh cell count 2 µM
CC(C)CNC(=O)C1CCN(c2ccc(S(=O)(=O)N3CCOCC3)cc2Cl)CC1 | 5% | -1 | 92 | 93 | . | . | -35% | . | .
O=C(CSCc1c(Cl)cccc1Cl)Nc1ccccc1C(=O)N1CCOCC1 | -8% | . | . | . | 6 | 145 | -75% | -6 | 145
NC(=O)SCC(=O)Nc1cccc(Cl)c1 | -26% | -24 | 40 | 64 | 29 | 173 | -45% | -29 | 173
CCOc1ccc(CSC2=NCCN2)cc1Cl | -4% | 5 | 78 | 73 | -3 | 113 | 21% | 3 | 113

Later entries
SMILES | Bcl-B TR3 displacers | MRP resist rev | MRP resist rev cytotoxicity | MRP resist rev with doxorubicin | NFkB transloc pot | NFkB transloc pot cell count 2 µM | PLAP inhibition | IL1B NFkB inh | IL1B NFkB inh cell count 2 µM
CCCCn1c(Cc2ccccc2)nnc1SCC(=O)N1CCOCC1 | . | 17 | 106 | 89 | 10 | 79 | . | -10 | 79
CCNC(=O)N1c2ccc(OC)cc2C(C)=CC1(C)C | 10% | 22 | 89 | 68 | -2 | 67 | -25% | 2 | 67
Cc1ccc(Cn2ncc3c(NCCCN4CCOCC4)ncnc32)cc1 | -7% | 0 | 105 | 105 | 13 | 156 | -35% | -13 | 156
COc1cccc(C2=NO[C@@H]3C(=O)N(c4ccc5c(c4)OCCO5)C(=O)[C@H]23)c1OC | -10% | 3 | 84 | 81 | 6 | 126 | -26% | -6 | 126
CC(=O)c1ccc(NS(=O)(=O)Cc2ccccc2)cc1 | 3% | -23 | 94 | 117 | 5 | 74 | -18% | -5 | 74
Nc1nnc(COc2ccccc2)s1 | . | -3 | 92 | 95 | -6 | 102 | . | 6 | 102
COc1ccc2c(c1)Cc1sc(NC(=O)c3ccco3)nc1-2 | 7% | 5 | 91 | 86 | 0 | 143 | 9% | 0 | 143
CSc1ccc(C2C3(C#N)C(N)=NC4(OCCO4)C23C#N)cc1 (configuration not stated) | 0% | 4 | 105 | 101 | 1 | 115 | 9% | 0 | 115
O=C(c1ccco1)N1CCN(C(=O)c2cccs2)CC1 | 6% | -7 | 102 | 109 | -7 | 167 | 9% | 7 | 167
Cn1c(SCc2ccc(Br)cc2)nnc1-c1ccncc1 | 0% | 11 | 88 | 77 | -8 | 154 | -2% | 8 | 154
O=C(c1cc2ccccn2n1)N1CCN(c2ccccn2)CC1 | -4% | 7 | 95 | 88 | 4 | 51 | -5% | -4 | 51
c1ccc2cc(CN3CCOCC3)ccc2c1 | -1% | 0 | 99 | 99 | -4 | 179 | 9% | 4 | 179
CCOc1cc(C(=O)N2CCOCC2)ccc1OCc1ccccc1 | -7% | 15 | 90 | 75 | 5 | 110 | -50% | -5 | 110
COc1ccc2c(c1)C(c1ccc([N+](=O)[O-])cc1)=NNC(c1ccco1)=N2 | -2% | . | . | . | 2 | 148 | -2% | -2 | 148
CCCN1C(=O)c2cc(C(=O)O)ccc2C1O (configuration not stated) | -10% | -7 | 90 | 97 | 11 | 88 | 4% | -11 | 88
CC(CN1CCCCC1)OC(=O)C1c2ccccc2Oc2ccccc21 (configuration not stated) | -5% | 19 | 110 | 91 | -3 | 215 | -36% | 3 | 215
